RGS4 inh – inhibitors of human RGS4. B-score at 10 µM. P49798. HEK293 M3R/RGS4 inducible, Fluo-4 calcium flux; active compounds read high; triggered by carbachol at its EC20. 0.45% of 310,000 active. AID 463165;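 active = B-score, a plate-corrected calcium signal, over three deviations above library mean, with baseline fluorescence within five deviations of library mean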;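 also: RGS4 expression induced by doxycycline in cells with stable M3 receptor; B-score is computed from the integrated fluorescence ratio over baseline after carbachol; higher B-score means a larger calcium signal and so more RGS4 inhibition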
Target sequence (P49798 whole entry, looked up): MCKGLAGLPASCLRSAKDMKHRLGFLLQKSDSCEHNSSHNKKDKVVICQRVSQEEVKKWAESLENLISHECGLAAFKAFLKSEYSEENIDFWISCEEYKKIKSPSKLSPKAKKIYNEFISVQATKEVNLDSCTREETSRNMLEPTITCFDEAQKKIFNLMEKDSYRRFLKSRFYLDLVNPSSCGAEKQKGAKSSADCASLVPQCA
MrgX1 agonist – activates human MrgX1 receptor signaling. MrgX1-HEK293 cells, Fluo-4 calcium fluorescence, agonist mode; active compounds read high. B-score at 10 µM. 0.44% of 310,000 active. AID 588627;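 active = calcium response B-score plate-corrected fluorescence ratio at least 3 library SD, with starting fluorescence B-score inside 5 SD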
Target sequence (Q96LB2 whole entry, looked up): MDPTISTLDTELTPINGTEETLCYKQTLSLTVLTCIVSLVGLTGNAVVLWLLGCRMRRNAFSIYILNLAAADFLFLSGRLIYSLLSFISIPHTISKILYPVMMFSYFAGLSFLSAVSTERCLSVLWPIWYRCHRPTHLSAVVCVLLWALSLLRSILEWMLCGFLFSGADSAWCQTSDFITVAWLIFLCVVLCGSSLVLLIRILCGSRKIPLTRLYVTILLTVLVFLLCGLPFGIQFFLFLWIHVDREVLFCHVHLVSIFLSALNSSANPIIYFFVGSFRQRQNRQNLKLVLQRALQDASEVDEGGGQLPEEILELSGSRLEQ
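Assay system: MrgX1-expressing HEK293 cells / Amount: fifteen thousand cells per well / Doses: test compound in the initial addition of three / Timing: cells plated overnight, dye loaded 0.5 h 37 °C, 0.5 h room temperature / Technique: kinetic calcium dye fluorescence, Fluo-4 NW / Control set: positive and negative controls per plate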
ANO1 activ – mouse TMEM16A channel activation, primary screen. B-score at 10 µM. 0.3% of 340,000 active. HEK293 TMEM16A/YFP-H148Q/I152L, iodide quench fluorescence; active compounds read low;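 active = fluorescence-ratio B-score plate-corrected deviation score at least 3 library SD below zero, with starting fluorescence score within 5 deviations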;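 also: channel opened by trigger with iodide after compound preincubation; score built on the fluorescence ratio of max minus min over baseline; more negative score means more quench and so TMEM16A activation or potentiation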
KCNQ1 act – potentiators or activators of human KCNQ1 potassium channel; B-score at 10 µM; P51787; CHO-K1 KCNQ1, thallium flux FluxOR fluorescence; active compounds read high; AID 2648; 0.35% of 310,000 active;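 active = fluorescence ratio B-score, a plate-corrected score, at least three library SD, with initial intensity B-score within 5 SD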
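Schedule – 37 °C overnight plating, 90-min dark dye load, 20-min compound pretreatment · System – stable KCNQ1 CHO-K1 line · Probe or stimulus – thallium- and potassium-containing depolarizing buffer · Measured by – kinetic FluxOR fluorescence, 10 s baseline plus 110 s post-stimulus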
KCNQ1 inh – blocks the human KCNQ1 potassium channel | 1.3% of 310,000 active | B-score at 10 µM | CHO-K1 KCNQ1, FluxOR thallium flux fluorescence; active compounds read high;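 active = compounds whose thallium flux B-score, printed positive for inhibition, exceeds three library SD while starting fluorescence stays within three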;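 also: channel opened by potassium depolarization with thallium stimulus after 20 min compound exposure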
ANO1 block – mouse TMEM16A channel inhibition, primary screen. Q8BHY3. 1.2% of 310,000 active. HEK293 TMEM16A/YFP iodide influx fluorescence, ionomycin. normalized B-score (activity score, 25-100; higher = stronger inhibition) at 10 µM;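 active = ratio plate-corrected score three or more library SD toward inhibition, starting fluorescence score within five deviations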;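 also: score derived from kinetic fluorescence span divided by baseline fluorescence per well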
RGS4 act – RGS4 potentiation or activation; HEK293 M3R/inducible RGS4, carbachol calcium flux Fluo4; active compounds read low; B-score at 10 µM; 0.92% of 310,000 active;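 active = B-score of the integrated calcium signal more than 4 SD below the library mean, with starting fluorescence not abnormally high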;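 also: negative B-score means reduced calcium response which marks RGS4 activation or potentiation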
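Material: Inducible-RGS4 HEK293 cells carrying M3 receptor; also added: carbachol at ECmax as muscarinic agonist stimulus; incubation: compound preincubation 20 min at room temperature before agonist; signal: Fluo4-AM (2 µM) calcium-flux fluorescence, kinetic read; measure: integrated calcium ratio converted to B score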
KCNK9 block – human KCNK9 channel inhibition; HEK293 KCNK9, FluxOR thallium flux fluorescence; active compounds read low; 1.2% of 310,000 active; AID 488922; Q9NPC2; B-score at 10 µM;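 active = ratio B-score over 3 SD below the library mean, with starting fluorescence within 5 SD of its mean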;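 also: negative B-score means less thallium flux so channel inhibition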
Target sequence (Q9NPC2 whole entry, looked up): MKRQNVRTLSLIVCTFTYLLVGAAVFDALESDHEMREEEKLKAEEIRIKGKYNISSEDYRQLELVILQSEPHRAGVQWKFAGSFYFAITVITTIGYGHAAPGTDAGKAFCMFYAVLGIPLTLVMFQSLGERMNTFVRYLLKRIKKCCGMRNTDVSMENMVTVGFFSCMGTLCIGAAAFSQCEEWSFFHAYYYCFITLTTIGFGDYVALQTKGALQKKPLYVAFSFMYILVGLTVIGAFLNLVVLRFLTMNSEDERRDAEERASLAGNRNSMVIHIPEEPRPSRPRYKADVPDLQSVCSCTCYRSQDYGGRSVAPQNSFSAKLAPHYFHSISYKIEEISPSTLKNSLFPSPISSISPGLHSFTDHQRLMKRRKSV
KCNK3 block – human KCNK3 channel inhibition, primary screen; 0.84% of 340,000 active; AID 602410; CHO-KCNK3 thallium flux, FluxOR fluorescence; active compounds read low; B-score at 10 µM;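 active = B-score under library mean minus 4 SD, starting fluorescence ratio at most library mean plus 5 SD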;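 also: more negative B-score means stronger inhibition of thallium flux through KCNK3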
hERG rescue – hERG (human) protection from proarrhythmic block; AID 1511; activation (rescue from dofetilide block), less the hit threshold, % at 10 µM; CHO-hERG, FluxOR thallium flux, dofetilide IC70 present; Q12809; 0.51% of 310,000 active;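 active = activation above the mean of controls blocked by dofetilide plus 5 SD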;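 also: thallium influx through hERG after potassium depolarization seen as dye fluorescence rise; in these data hits start at about 4.7%; inactives centre near -7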
MrgX1 allo act – human MrgX1 positive allosteric modulation, primary screen; Q96LB2; MrgX1-HEK293, Fluo-4 calcium flux, FDSS; active compounds read high; B-score at 10 µM; 0.63% of 310,000 active; AID 588675;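 active = plate-corrected calcium response at least 3 library SD above typical, normal starting fluorescence, not activating the receptor alone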;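 also: compound read alongside a low EC10 to EC30 dose of BAM8-22 agonist; peak minus trough fluorescence over baseline measured at the second addition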
* hit, by the source's call.

What do the screens show for `CCCC(=O)Nc1c(O)c2ccccc2[nH]c1=O`?
RGS4 inh: inactive; MrgX1 agonist: inactive; ANO1 activ: inactive; KCNQ1 act: inactive; KCNQ1 inh: inactive; ANO1 block: inactive; RGS4 act: inactive; KCNK9 block: inactive; KCNK3 block: inactive; hERG rescue: -4; MrgX1 allo act: inactive

How did Cc1onc(-c2c(Cl)cccc2Cl)c1C(O)c1ccc(F)cc1 (centres undefined) do in these assays?
RGS4 inh: inactive; MrgX1 agonist: inactive; ANO1 activ: inactive; KCNQ1 act: inactive; KCNQ1 inh: inactive; ANO1 block: inactive; RGS4 act: inactive; KCNK9 block: inactive; KCNK3 block: inactive; hERG rescue: -10; MrgX1 allo act: inactive

Results for CCC(C)(C)n1nnnc1C(c1cc2cc(OC)c(OC)cc2[nH]c1=O)N1CCc2ccccc21 (centres undefined) ?
RGS4 inh: inactive; MrgX1 agonist: inactive; ANO1 activ: inactive; KCNQ1 act: inactive; KCNQ1 inh: inactive; ANO1 block: inactive; RGS4 act: inactive; KCNK9 block: inactive; KCNK3 block: inactive; hERG rescue: -11; MrgX1 allo act: inactive

How did CCOC(=O)C/C(C)=N\Nc1nc(-c2ccccc2)cs1 do in these assays?
RGS4 inh: inactive; MrgX1 agonist: inactive; ANO1 activ: inactive; KCNQ1 act: inactive; KCNQ1 inh: inactive; ANO1 block: inactive; RGS4 act: inactive; KCNK9 block: inactive; KCNK3 block: inactive; hERG rescue: 0; MrgX1 allo act: inactive

Results for Cc1cccc(Nc2c3c(nc4ccccc24)CCC3)c1 ?
RGS4 inh: inactive; MrgX1 agonist: inactive; ANO1 activ: inactive; KCNQ1 act: inactive; KCNQ1 inh: inactive; ANO1 block: inactive; RGS4 act: inactive; KCNK9 block: inactive; KCNK3 block: inactive; hERG rescue: -18; MrgX1 allo act: inactive

Results for Cc1ccc(S(=O)(=O)NC(=O)c2ccc(F)cc2)c(C)c1 ?
RGS4 inh: inactive; MrgX1 agonist: inactive; ANO1 activ: inactive; KCNQ1 act: inactive; KCNQ1 inh: inactive; ANO1 block: inactive; RGS4 act: inactive; KCNK9 block: inactive; KCNK3 block: inactive; hERG rescue: -7; MrgX1 allo act: inactive

Results for CCCCNC(=O)CCNS(=O)(=O)c1ccc(C)cc1 ?
RGS4 inh: inactive; MrgX1 agonist: inactive; ANO1 activ: inactive; KCNQ1 act: inactive; KCNQ1 inh: inactive; ANO1 block: inactive; RGS4 act: inactive; KCNK9 block: inactive; KCNK3 block: inactive; hERG rescue: -4; MrgX1 allo act: inactive

Results for O=C1c2ccccc2C(O)(Cc2ccccc2)N1CCCN1CCOCC1 (centres undefined) ?
RGS4 inh: inactive; MrgX1 agonist: inactive; ANO1 activ: inactive; KCNQ1 act: inactive; KCNQ1 inh: inactive; ANO1 block: inactive; RGS4 act: inactive; KCNK9 block: inactive; KCNK3 block: inactive; hERG rescue: 0; MrgX1 allo act: inactive

How did CCN(Cc1ccccc1)S(=O)(=O)c1cc(C(=O)NC2CCCCCC2)ccc1OC do in these assays?
RGS4 inh: inactive; MrgX1 agonist: inactive; ANO1 activ: inactive; KCNQ1 act: inactive; KCNQ1 inh: inactive; ANO1 block: inactive; RGS4 act: inactive; KCNK9 block: inactive; KCNK3 block: inactive; hERG rescue: -13; MrgX1 allo act: inactive

What do the screens show for `S=C(Nc1ccccc1)Nc1ccc(Br)cn1`?
RGS4 inh: inactive; MrgX1 agonist: inactive; ANO1 activ: inactive; KCNQ1 act: inactive; KCNQ1 inh: inactive; ANO1 block: inactive; RGS4 act: inactive; KCNK9 block: inactive; KCNK3 block: inactive; hERG rescue: -6; MrgX1 allo act: inactive

Results for CC(=O)Nc1ccc(NC(=O)c2ccccc2N(C)S(=O)(=O)c2ccccc2)cc1 ?
RGS4 inh: inactive; MrgX1 agonist: inactive; ANO1 activ: inactive; KCNQ1 act: inactive; KCNQ1 inh: inactive; ANO1 block: inactive; RGS4 act: inactive; KCNK9 block: inactive; KCNK3 block: inactive; hERG rescue: -1; MrgX1 allo act: inactive

How did CC(=O)NC(=S)NNC(=O)c1ccc(Br)cc1 do in these assays?
RGS4 inh: inactive; MrgX1 agonist: inactive; ANO1 activ: inactive; KCNQ1 act: inactive; KCNQ1 inh: inactive; ANO1 block: inactive; RGS4 act: inactive; KCNK9 block: inactive; KCNK3 block: inactive; hERG rescue: -8; MrgX1 allo act: inactive

Results for O=C(O)CC(NS(=O)(=O)c1c(F)cc(F)cc1Br)c1ccccc1Cl (centres undefined) ?
RGS4 inh: inactive; MrgX1 agonist: inactive; ANO1 activ: inactive; KCNQ1 act: inactive; KCNQ1 inh: inactive; ANO1 block: inactive; RGS4 act: inactive; KCNK9 block: inactive; KCNK3 block: inactive; hERG rescue: -1; MrgX1 allo act: inactive

Results for OCCC1CN(Cc2ccc(-n3cccn3)cc2)CCN1Cc1ccccc1 (centres undefined) ?
RGS4 inh: inactive; MrgX1 agonist: inactive; ANO1 activ: inactive; KCNQ1 act: inactive; KCNQ1 inh: inactive; ANO1 block: inactive; RGS4 act: inactive; KCNK9 block: inactive; KCNK3 block: inactive; hERG rescue: -12; MrgX1 allo act: inactive

Results for CN(C)c1ccc(C(=O)Nc2ccc(O)c3c(=O)cc(-c4ccccc4Cl)oc23)cc1 ?
RGS4 inh: inactive; MrgX1 agonist: inactive; ANO1 activ: inactive; KCNQ1 act: inactive; KCNQ1 inh: inactive; ANO1 block: inactive; RGS4 act: inactive; KCNK9 block: inactive; KCNK3 block: inactive; hERG rescue: -8; MrgX1 allo act: inactive

Results for CCOC(=O)Cn1c(=O)c2c(nc3n2CCCN3CCc2ccccc2)n(C)c1=O ?
RGS4 inh: inactive; MrgX1 agonist: inactive; ANO1 activ: inactive; KCNQ1 act: inactive; KCNQ1 inh: inactive; ANO1 block: inactive; RGS4 act: inactive; KCNK9 block: inactive; KCNK3 block: inactive; hERG rescue: -2; MrgX1 allo act: inactive

What do the screens show for `COc1ccc(CN(C)c2nc(-c3cccnc3)nc3ccccc23)cc1OC`?
RGS4 inh: inactive; MrgX1 agonist: inactive; KCNQ1 act: inactive; KCNQ1 inh: inactive; ANO1 block: inactive; RGS4 act: inactive; KCNK9 block: inactive; hERG rescue: -6; MrgX1 allo act: inactive

How did NC1C=CC=C(C(=O)O)C1 (centres undefined) do in these assays?
RGS4 inh: inactive; MrgX1 agonist: inactive; ANO1 activ: inactive; KCNQ1 act: inactive; KCNQ1 inh: inactive; ANO1 block: inactive; RGS4 act: inactive; KCNK9 block: inactive; KCNK3 block: inactive; hERG rescue: -5; MrgX1 allo act: inactive

What do the screens show for `CC(C)CC(=O)N1CCC(O)(CS(=O)(=O)Cc2ccc(Cl)cc2)CC1`?
RGS4 inh: inactive; MrgX1 agonist: inactive; ANO1 activ: inactive; KCNQ1 act: inactive; KCNQ1 inh: inactive; ANO1 block: inactive; RGS4 act: inactive; KCNK9 block: inactive; KCNK3 block: inactive; hERG rescue: -4; MrgX1 allo act: inactive

What do the screens show for `Cc1ccc(NC(=O)CN(C)CC(=O)Nc2ccccc2Oc2ccccc2)cc1`?
RGS4 inh: inactive; MrgX1 agonist: inactive; ANO1 activ: inactive; KCNQ1 act: inactive; KCNQ1 inh: inactive; ANO1 block: inactive; RGS4 act: inactive; KCNK9 block: inactive; KCNK3 block: inactive; hERG rescue: -14; MrgX1 allo act: inactive

Results for COc1cccc(-c2cc(=O)c3cc(NC(=O)c4ccc(N(C)C)cc4)ccc3[nH]2)c1 ?
RGS4 inh: inactive; MrgX1 agonist: inactive; KCNQ1 act: inactive; KCNQ1 inh: inactive; ANO1 block: inactive; RGS4 act: inactive; KCNK9 block: inactive; hERG rescue: -3; MrgX1 allo act: inactive

What do the screens show for `O=C(NC1C(=O)NNC1c1ccc(Cl)cc1)c1ccc(F)cc1` (centres undefined)?
RGS4 inh: inactive; MrgX1 agonist: inactive; ANO1 activ: inactive; KCNQ1 act: inactive; KCNQ1 inh: inactive; ANO1 block: inactive; RGS4 act: inactive; KCNK9 block: inactive; KCNK3 block: inactive; hERG rescue: -4; MrgX1 allo act: inactive

How did CCCSc1nnc(NC(=O)Nc2ccccc2)s1 do in these assays?
RGS4 inh: inactive; MrgX1 agonist: inactive; ANO1 activ: inactive; KCNQ1 act: inactive; KCNQ1 inh: inactive; ANO1 block: inactive; RGS4 act: inactive; KCNK9 block: inactive; KCNK3 block: inactive; hERG rescue: -4; MrgX1 allo act: inactive

Results for COc1ccc(NC(=O)c2ccco2)cc1NC(=O)c1ccc(Br)o1 ?
RGS4 inh: inactive; MrgX1 agonist: inactive; ANO1 activ: inactive; KCNQ1 act: inactive; KCNQ1 inh: inactive; ANO1 block: inactive; RGS4 act: inactive; KCNK9 block: inactive; KCNK3 block: inactive; hERG rescue: -5; MrgX1 allo act: inactive

What do the screens show for `COc1ccc(OC)c(C(=O)COC(=O)CNC(=O)c2ccccc2)c1`?
RGS4 inh: inactive; MrgX1 agonist: inactive; ANO1 activ: inactive; KCNQ1 act: inactive; KCNQ1 inh: inactive; ANO1 block: inactive; RGS4 act: inactive; KCNK9 block: inactive; KCNK3 block: inactive; hERG rescue: -13; MrgX1 allo act: inactive

What do the screens show for `CCc1c(C)[nH]n(-c2nc(-c3ccccc3)cs2)c1=O`?
RGS4 inh: inactive; MrgX1 agonist: inactive; ANO1 activ: inactive; KCNQ1 act: inactive; KCNQ1 inh: inactive; ANO1 block: inactive; RGS4 act: inactive; KCNK9 block: inactive; KCNK3 block: inactive; hERG rescue: -5; MrgX1 allo act: inactive

How did NC(=O)C1CCCN(S(=O)(=O)c2ccccc2)C1 (centres undefined) do in these assays?
RGS4 inh: inactive; MrgX1 agonist: inactive; ANO1 activ: inactive; KCNQ1 act: inactive; KCNQ1 inh: inactive; ANO1 block: inactive; RGS4 act: inactive; KCNK9 block: inactive; KCNK3 block: inactive; hERG rescue: -6; MrgX1 allo act: inactive

How did Cc1noc(C)c1C(=O)Nc1cccc2ncccc12 do in these assays?
RGS4 inh: inactive; MrgX1 agonist: inactive; ANO1 activ: inactive; KCNQ1 act: inactive; KCNQ1 inh: inactive; ANO1 block: inactive; RGS4 act: inactive; KCNK9 block: inactive; KCNK3 block: inactive; hERG rescue: -12; MrgX1 allo act: inactive

Screening data deposited in PubChem BioAssay by Johns Hopkins Ion Channel Center.
